# High-throughput results from PubChem.
# SIRT5 block: SIRT5 desuccinylase inhibitors, primary screen, biochemical, fluorescence imaging, single point, set 5; NAD-dependent protein deacylase sirtuin-5, mitochondrial (Homo sapiens), Q9NXA8; Purified SirT5, succinyl-peptide AMC, trypsin-coupled fluorescence; inhibition, % at 15 µM; 1.1% of 330,000 active; AID 652115, 2013; in the data active means inhibition above about 15%; inconclusive means no clear call, values can overlap the other calls
# F508del corr: F508del CFTR correction, initial screen, CFBE line, single point; CFBE cells, YFP halide quenching; stimulated with forskolin plus potentiator P3; % fluorescence drop versus neutral controls; activity (quench increase), % at 7.58 µM; 0.36% of 350,000 active;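 active means mean added fluorescence quench of at least 8% versus neutral control, with both replicates also reaching 8%; inconclusive means only one of the mean or replicate conditions met; inactive means mean below 8% and not both replicates reaching 8%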;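 further: cells transiently co-express mutant CFTR-F508del with the halide-sensitive YFP; corrector assay measuring rescue of mutant channel to the surface after 24 h compound exposure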
# DENV2 CPE: inhibitors of DENV2 cytopathic effect, primary screen, cell-based, plate reader, single concentration | CPE inhibition, % at 9.99 µM | DENV2-infected cells, cytopathic effect rescue | 1.7% of 350,000 active; in the data active means CPE inhibition above about 20%, passing the limit was not always enough; inconclusive means no clear call, values can overlap the other calls; tested in BHK-21 cells;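 further: 0% = median of neutral control wells and 100% = median of positive control wells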
# miR-122 sensor: miR-122 Renilla sensor signal increase in Huh7, primary screen, miR-122 inhibitor project, cell-based, single point, plate reader | 0.3% of 340,000 active | activation (reporter increase), % at 12.5 µM | Huh7 miR-122 Renilla luciferase sensor, 48 h; neutral wells = 0, positive control = 100;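 active means mean replicate activation score at least 90 and every replicate individually at or above 90; inconclusive means only one of the two criteria met; inactive means neither criterion met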;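 further: higher luciferase means less miR-122 activity so hits act as miR-122 inhibitors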
# ERp5 block: inhibitors of ERp5-driven insulin aggregation, primary screen, biochemical, turbidity, absorbance 650 nm, single point. 90 min. inhibition, % at 9.99 µM. AID 651711, 2012. Protein disulfide-isomerase A6 (Homo sapiens), Q15084. 0.05% of 350,000 active;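 active means mean replicate inhibition above about 25%, with every replicate also reaching it, limit read from the data, passing the limit was not always enough; inconclusive means only one of those two criteria met; inactive means neither criterion met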
# CASP6 VEID inh: human caspase-6 inhibitors, primary screen, biochemical, VEID-R110 fluorescence, single point, set 2 | P55212 | purified caspase-6, Z-VEID-R110 cleavage fluorescence | inhibition, % at 12.5 µM | 0.53% of 350,000 active;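 active means mean inhibition across replicates at least about 35%, with every replicate also reaching that limit, limit read from the data; inconclusive means only one of the two criteria met; inactive means neither criterion met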;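 further: 0% = median of neutral control wells and 100% = no fluorescence left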
# ERAP1 inh: human ERAP1 aminopeptidase inhibitors, primary screen, biochemical, single point, plate reader; recombinant ERAP1, Leu-AMC fluorescence, 60 min; inhibition, % at 10.7 µM; 0.15% of 340,000 active; AID 652197, 2013;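 active means mean replicate inhibition of at least 30%, or all replicates individually reaching that 30% level; inactive means mean below 30% and not every replicate reaching it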;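 further: 0% = neutral control wells and 100% = L-leucinethiol positive control wells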
# Target sequence (Q9NZ08 whole entry, looked up): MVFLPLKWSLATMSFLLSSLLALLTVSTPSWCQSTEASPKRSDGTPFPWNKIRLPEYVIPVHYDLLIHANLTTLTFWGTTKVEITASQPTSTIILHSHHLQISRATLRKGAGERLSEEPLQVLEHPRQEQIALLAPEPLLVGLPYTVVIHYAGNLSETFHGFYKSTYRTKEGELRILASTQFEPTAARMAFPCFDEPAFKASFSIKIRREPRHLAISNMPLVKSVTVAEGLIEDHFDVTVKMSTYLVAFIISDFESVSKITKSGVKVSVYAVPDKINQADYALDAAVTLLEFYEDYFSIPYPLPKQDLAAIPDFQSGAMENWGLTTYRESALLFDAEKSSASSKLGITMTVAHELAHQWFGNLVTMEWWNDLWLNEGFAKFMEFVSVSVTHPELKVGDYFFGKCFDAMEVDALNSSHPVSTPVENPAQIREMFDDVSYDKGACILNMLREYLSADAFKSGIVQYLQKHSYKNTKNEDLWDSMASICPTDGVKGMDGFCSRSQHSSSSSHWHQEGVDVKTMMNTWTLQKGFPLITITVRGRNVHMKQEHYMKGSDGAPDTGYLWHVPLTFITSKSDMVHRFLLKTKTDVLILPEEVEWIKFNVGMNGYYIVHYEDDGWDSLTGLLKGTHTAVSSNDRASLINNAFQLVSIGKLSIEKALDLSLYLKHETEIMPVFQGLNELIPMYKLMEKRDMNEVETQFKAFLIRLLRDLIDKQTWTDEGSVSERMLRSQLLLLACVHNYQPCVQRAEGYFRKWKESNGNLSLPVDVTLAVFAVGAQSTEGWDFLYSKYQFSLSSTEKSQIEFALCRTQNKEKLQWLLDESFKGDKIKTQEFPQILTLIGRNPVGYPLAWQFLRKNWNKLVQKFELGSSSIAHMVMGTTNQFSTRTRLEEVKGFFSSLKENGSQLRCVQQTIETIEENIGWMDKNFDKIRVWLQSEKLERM
# * = called active by the depositor; ? = inconclusive; . = not tested or not shown; [ ] = remark or other dose.
item	SMILES	miR-122 sensor	F508del corr	ERAP1 inh	CASP6 VEID inh	DENV2 CPE	SIRT5 block	ERp5 block
1	CC(C)COC(=O)NC1c2ccccc2Oc2ccccc21	-10	0.6	.	-5	-6	4	-2
2	COc1ccc(Cc2c(-c3ccccc3)nc3ccc(Cl)cn23)c(C)c1	-1	-2.9	-1	7	4	-3	4
3	COCCNC(=O)c1ccccc1NC(=O)CSc1ccc(C)cc1	.	-3.6	-4	-1	4	.	1
4	O=S(=O)(c1cnc(Cl)c(Cl)c1)N1CCCc2ccccc21	.	.	-6	-1	-4	0	0
5	COc1ccc(-c2cc(C(=O)NCCN3CCOCC3)c3ccccc3n2)cc1OC	1	0.7	1	-3	-6	-2	15
6	COc1ccc(C(C)NC(=O)C2CCN(CCCc3ccccc3)CC2)cc1OC (configuration not stated)	-2	-0.6	4	-1	-6	-2	2
7	COc1ccc(C(C(=O)NCC2CCCO2)N(Cc2cccs2)C(=O)c2snc(C(N)=O)c2N)cc1 (configuration not stated)	-5	-2.2	1	1	-5	-3	-1
8	Cc1csc(NC(=O)CSc2nc3[nH]c(=O)cc(O)c3s2)n1	-5	5.7	-1	-1	-7	-1	-11
9	COc1ccc(S(=O)(=O)Nc2ccc3c(c2)C(=O)N([C@H](C)CO)C[C@@H](C)[C@H](CN(C)C(=O)Nc2ccccc2)OCCCC[C@@H](C)O3)cc1	1[16.7 µM]	2.2	.	.	1	.	.
10	Cc1nnc(SCc2c(Cl)cccc2Cl)n(N)c1=O	-1	2.0	0	-2	0	-5	-2
11	Cc1nnsc1C(=O)Nc1ccc(S(=O)(=O)N2CCCCC2C)cc1 (configuration not stated)	-5	0.3	2	7	13	0	0
12	COc1ccccc1NC(=O)C(=O)c1cn(CC(=O)N2CCOCC2)c2ccccc12	-5	2.1	-1	1	1	0	0
13	CNC(=O)c1ccc(NC(=O)Nc2ccccc2)cc1	1	-0.3	-2	0	7	-1	2
14	CN1C(=O)c2cc(NC(=O)c3cccc(F)c3)ccc2OC[C@@H]2O[C@@H](CC(=O)O)CC[C@H]21	23[16.7 µM]	2.3	.	.	2	.	.
15	OC(c1ccc(F)cc1)c1nc(/C=C/c2ccccc2)cs1 (configuration not stated)	.	2.3	1	22	-1	.	4
16	COc1cccc(N2CCN(C(=O)c3cccc(NC4=NC5CS(=O)(=O)CC5S4)c3)CC2)c1 (configuration not stated)	-1	3.6	3	-3	35*	10	13
17	COCCCn1c(=O)c2ccccc2n(CC(=O)NC2CCCC2)c1=O	-12	-3.9	2	1	2	0	0
18	c1ccc(C[n+]2csc3ccccc32)cc1	-3	-2.1	0	-1	-4	0	-1
19	CC(C)NC(=O)C(C)Oc1ccc(S(=O)(=O)NCc2ccc3c(c2)OCO3)cc1 (configuration not stated)	0	-2.9	-2	-3	9	-3	-2
20	Cc1cccc(N(CC(=O)NCc2ccco2)C(=O)CNS(=O)(=O)c2ccc(F)cc2)c1	-2	0.5	1	0	0	0	-1
21	CCCNC(=O)Nc1ccc2c(c1)C(=O)N(C)C[C@@H](OC)[C@H](C)CN(Cc1ccc(-c3ccccn3)cc1)[C@@H](C)CO2	.	-0.8	0	0	-2	2	-2
22	C[C@H]1CN([C@@H](C)CO)C(=O)CCCn2cc(nn2)CO[C@H]1CN(C)Cc1ccc(C(=O)O)cc1	.	2.1	3	3	25*	-4	1
23	COc1ccc(C(=O)NCc2ccc(S(N)(=O)=O)cc2)cc1[N+](=O)[O-]	.	-0.2	-1	2	2	-2	4
24	C[C@@H]1CN([C@H](C)CO)C(=O)c2cc(NC(=O)Cc3ccccc3)ccc2O[C@@H](C)CCCCO[C@@H]1CN(C)S(=O)(=O)c1ccc(Cl)cc1	-6[16.7 µM]	0.6	0	3	-6	13	-5
25	Cc1cc2ncc(-c3ncc(C(F)(F)F)cc3Cl)cn2n1	-11	-5.9	1	-1	-15	2	0

# Two records picked at random from the list so far, as already listed:
item	SMILES	miR-122 sensor	F508del corr	ERAP1 inh	CASP6 VEID inh	DENV2 CPE	SIRT5 block	ERp5 block
21	CCCNC(=O)Nc1ccc2c(c1)C(=O)N(C)C[C@@H](OC)[C@H](C)CN(Cc1ccc(-c3ccccn3)cc1)[C@@H](C)CO2	.	-0.8	0	0	-2	2	-2
4	O=S(=O)(c1cnc(Cl)c(Cl)c1)N1CCCc2ccccc21	.	.	-6	-1	-4	0	0

# Just ERAP1 inh, SIRT5 block and CASP6 VEID inh (five entries from above):
item | SMILES | ERAP1 inh | SIRT5 block | CASP6 VEID inh
15 | OC(c1ccc(F)cc1)c1nc(/C=C/c2ccccc2)cs1 (configuration not stated) | 1 | . | 22
12 | COc1ccccc1NC(=O)C(=O)c1cn(CC(=O)N2CCOCC2)c2ccccc12 | -1 | 0 | 1
2 | COc1ccc(Cc2c(-c3ccccc3)nc3ccc(Cl)cn23)c(C)c1 | -1 | -3 | 7
11 | Cc1nnsc1C(=O)Nc1ccc(S(=O)(=O)N2CCCCC2C)cc1 (configuration not stated) | 2 | 0 | 7
3 | COCCNC(=O)c1ccccc1NC(=O)CSc1ccc(C)cc1 | -4 | . | -1

# Compounds listed so far that contain a COOH group:
item	SMILES	miR-122 sensor	F508del corr	ERAP1 inh	CASP6 VEID inh	DENV2 CPE	SIRT5 block	ERp5 block
14	CN1C(=O)c2cc(NC(=O)c3cccc(F)c3)ccc2OC[C@@H]2O[C@@H](CC(=O)O)CC[C@H]21	23[16.7 µM]	2.3	.	.	2	.	.
22	C[C@H]1CN([C@@H](C)CO)C(=O)CCCn2cc(nn2)CO[C@H]1CN(C)Cc1ccc(C(=O)O)cc1	.	2.1	3	3	25*	-4	1

# Next part.
item	SMILES	miR-122 sensor	F508del corr	ERAP1 inh	CASP6 VEID inh	DENV2 CPE	SIRT5 block	ERp5 block
26	CCOC(=O)c1[nH]c(C=O)c(C(=O)OCC)c1C	.	1.3	16	2	-9	0	-3
27	COc1cc(C(=O)N[C@H](C(=O)Nc2nnc(C3CC3)s2)C(C)C)cc(OC)c1OC	5	1.2	-2	1	-1	-1	-1
28	NNC(=O)CN1CCCc2ccccc21	.	-1.2	-1	-1	-5	-2	-4
29	COc1cccc(CN(CC(=O)NCc2ccc(F)cc2)C(=O)c2ccco2)c1	-2	-1.1	-2	0	16	-2	5
30	COc1ccc(CN2C[C@@H](O)COC[C@@H]3O[C@H](CC(=O)NCc4ccccc4Cl)CC[C@H]32)cc1	1[16.7 µM]	1.5	-1	0	-4	0	0
31	C[C@@H]1CCCCO[C@@H](CN(C)CC2CCCCC2)[C@@H](C)CN([C@H](C)CO)C(=O)c2cc(NC(=O)Cc3ccccc3)ccc2O1	31[16.7 µM]	1.1	1	0	-7	7	6
32	CC(C)(C)NC(=O)CSc1ccc(S(=O)(=O)N2CCOCC2)cn1	2	-2.4	1	3	7	-2	2
33	CN1c2ccc(-c3ccccc3F)cc2[C@@H]2[C@@H](CCN2S(=O)(=O)c2ccccc2F)[C@@H]1CO	-1[16.7 µM]	3.2	1	-1	4	8	0
34	C[C@@H]1CN([C@@H](C)CO)C(=O)c2c(c3ccccc3n2C)-c2ccccc2CO[C@H]1CN(C)Cc1ccc(C(F)(F)F)cc1	.	0.2	1	2	-24	11	.
35	O=C(Nc1ccc(Cl)cc1)N1CCc2ccccc2C1	21	-0.4	0	4	-2	6	9
36	O=C(C[C@H]1C[C@H]2c3cc(NC(=O)c4cccnc4)ccc3O[C@H]2[C@@H](CO)O1)NCC(F)(F)F	-2[16.7 µM]	-1.5	1	0	?	-1	0
37	COc1ccc(OCC(O)CN2CCN(c3ccccc3)CC2)cc1 (configuration not stated)	.	-1.1	-1	1	0	-2	-4
38	CCOc1ccccc1OCC(=O)OCc1csc(CC(=O)Nc2ccccc2C)n1	.	-1.2	-2	-1	3	2	2
39	CCc1noc(C)c1C(=O)Nc1nc(-c2ccc(OC)c(OC)c2)cs1	.	1.3	1	9	-4	-2	-6
40	COC(=O)c1cc(CNC(=O)c2ccc(S(=O)(=O)N(C)c3ccccc3)cc2)ccc1OC	-10	-2.0	3	-80	3	2	-7
41	Cc1ccc(F)cc1-c1nc(NC(C)C)nc2cc(-c3ccccc3)sc12	4	3.0	0	0	-7	.	-2
42	Cc1ccc(C)c(NC(=O)c2ccccn2)c1	-5	-2.1	1	-1	-12	0	-3
43	COCCNC(=O)/C(C#N)=C\c1ccc(CNS(=O)(=O)c2ccc(C)cc2)o1	.	0.1	1	2	0	-1	-2
44	Cc1cccc(C(=O)NC2CCCc3ccccc32)c1 (configuration not stated)	.	1.3	-3	.	8	-4	4
45	O=C(NNS(=O)(=O)c1ccc(Cl)cc1)c1cc(-c2ccccc2)n[nH]1	-4	-2.2	-6	4	-1	0	-4
46	CNC(=O)N(O)C1N(/N=C/c2cccnc2)C(=S)SC1(C)C (configuration not stated)	.	0.2	3	0	3	1	-1
47	CO[C@H]1CN(C)C(=O)c2cc(NS(=O)(=O)CC(F)(F)F)ccc2OC[C@H](C)N(Cc2cccnc2)C[C@H]1C	.	-3.7	5	-5	1	.	5
48	Cc1noc(C)c1NC(=O)N[C@@H]1C=C[C@@H](CC(=O)N2CCCCC2)O[C@H]1CO	.	1.3	-4	-1	-1	-3	-2
49	COC(=O)C(Cc1c[nH]c2ccccc12)NC(=O)c1cccc(S(=O)(=O)N2CCCCC2)c1 (configuration not stated)	-5	0.3	1	4	5	2	4
50	Nc1cc(C(=O)N2CCN(c3cccc(Cl)c3)CC2)ccc1N1CC2CC(C1)c1cccc(=O)n1C2 (configuration not stated)	-3	-3.3	2	6	1	0	1

# Remaining list, next part
item	SMILES	miR-122 sensor	F508del corr	ERAP1 inh	CASP6 VEID inh	DENV2 CPE	SIRT5 block	ERp5 block
51	CC(C)(C)NC(=O)COc1ccc(CNc2ncn[nH]2)cc1	.	.	2	1	6	0	2
52	CC(C)c1cc(Cn2c3ccccc3c(=O)n2C(C)Cn2cc(-c3ccc(C(C)(C)C)cc3)nn2)on1 (configuration not stated)	.	-1.8	-3	0	3	-29	-1
53	COc1ccc(CN(C)C(=O)c2ccc(NC(=O)CC3SC(N4CCCC4)=NC3=O)cc2)c(OC)c1 (configuration not stated)	8	-0.6	3	3	4	0	-2
54	COc1ccccc1NC(=O)c1cc([N+](=O)[O-])ccc1NCCN1C(=O)CCC1=O	.	-0.5	0	-7	13	-1	-3
55	CNC[C@H]1Oc2ccc(NC(=O)Cc3ccccc3)cc2C(=O)N([C@@H](C)CO)C[C@H]1C	58[16.7 µM]	7.8	3	0	3	0	0
56	COc1ccc(-c2ccc(CO)o2)cc1N	.	0.8	0	-1	3	-2	-8
57	O=S(=O)(c1ccc(F)cc1)N1CCN(CC(O)COCc2ccccc2)CC1 (configuration not stated)	.	3.6	-1	-1	15	4	13
58	COC(=O)c1ccccc1NC(=O)N1CCN(c2ccc(F)cc2)CC1	-5	0.7	4	7	-2	0	0

# Among those listed so far, these contain a thiophene ring, fused or not.
item	SMILES	miR-122 sensor	F508del corr	ERAP1 inh	CASP6 VEID inh	DENV2 CPE	SIRT5 block	ERp5 block
7	COc1ccc(C(C(=O)NCC2CCCO2)N(Cc2cccs2)C(=O)c2snc(C(N)=O)c2N)cc1 (configuration not stated)	-5	-2.2	1	1	-5	-3	-1
41	Cc1ccc(F)cc1-c1nc(NC(C)C)nc2cc(-c3ccccc3)sc12	4	3.0	0	0	-7	.	-2
